Screens: PubChem, several laboratories
TNF death inh – inhibitors of TNF-alpha triggered necroptosis, primary screen, cell-based, Jurkat FADD-/-, single concentration; activation (protection from cell death), % at 10 µM; 220,000 compounds, 0.068% hits; Jurkat FADD-/- TNF necroptosis rescue, ATP luminescence, 24 h; 0 = TNF only, 100 = no-TNF cells;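 active = activation, meaning protection from cell death, of at least 50% relative to plate controls; inactive = activation below 50%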;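 note: necroptosis triggered by 40 ng/mL TNF-alpha added together with compound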
m-calpain inh – inhibitors of pig calpain II, primary screen, biochemical, fluorogenic peptide substrate, 1536-well | purified calpain II, 30 min | inhibition, % at 16 µM | 220,000 compounds, 0.37% hits;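 active = inhibition above about 50%, limit read from the data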
EBV gp42 block – Epstein-Barr virus gp42 inhibitors, primary screen, biochemical, uHTS, fluorescence polarization. inhibition, % (tested at 21.74 µM). AID 1085, 2008. 220,000 compounds, 0.42% hits. Glycoprotein 42 (Epstein-Barr virus (strain AG876)), Q1HVG2. Fluorescence polarization binding assay, mP read-out; in the data active = inhibition above about 50%
Target sequence (Q1HVG2 whole entry, looked up): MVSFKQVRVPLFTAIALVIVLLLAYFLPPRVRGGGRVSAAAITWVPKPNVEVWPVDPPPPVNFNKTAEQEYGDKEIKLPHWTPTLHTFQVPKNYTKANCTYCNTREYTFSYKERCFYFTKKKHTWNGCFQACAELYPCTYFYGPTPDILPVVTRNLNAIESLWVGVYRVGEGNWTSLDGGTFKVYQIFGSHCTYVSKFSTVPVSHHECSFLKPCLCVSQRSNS
Mdm2 ligase inh – MDM2-luciferase reporter signal enhancers, primary screen, MDM2 E3 ligase inhibitor project, cell-based, luminescence, 1536-well; E3 ubiquitin-protein ligase Mdm2 (Homo sapiens), Q00987; cell-based MDM2 ubiquitination luciferase reporter, 2 h; 0 = plate control, 100 = twice control, blank-subtracted; signal enhancement, % at 5 µM; 210,000 compounds, 0.11% hits;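 active = signal enhancement of 30% or more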;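 note: luminescence tracks abundance of the self-degrading MDM2-luciferase fusion protein; higher signal means inhibition of MDM2 E3 ligase activity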
Target sequence (Q00987 whole entry, looked up, the tested form may be a part): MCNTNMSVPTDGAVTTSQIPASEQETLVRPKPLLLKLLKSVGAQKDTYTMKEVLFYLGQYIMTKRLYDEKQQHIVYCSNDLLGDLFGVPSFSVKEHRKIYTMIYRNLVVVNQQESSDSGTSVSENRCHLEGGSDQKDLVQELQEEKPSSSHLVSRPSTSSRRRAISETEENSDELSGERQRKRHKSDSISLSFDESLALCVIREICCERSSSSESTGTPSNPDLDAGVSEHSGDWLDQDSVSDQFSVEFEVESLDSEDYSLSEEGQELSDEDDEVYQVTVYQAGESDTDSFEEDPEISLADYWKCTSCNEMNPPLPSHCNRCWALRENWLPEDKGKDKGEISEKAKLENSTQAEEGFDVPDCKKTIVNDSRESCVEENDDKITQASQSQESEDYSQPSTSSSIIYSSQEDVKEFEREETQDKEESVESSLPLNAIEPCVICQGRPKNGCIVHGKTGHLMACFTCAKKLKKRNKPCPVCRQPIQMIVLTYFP
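Timing – 2 h compound exposure at 37 °C · Assay system – mammalian cells stably expressing self-ubiquitinating, self-degrading MDM2 E3–luciferase fusion · Amount – 2000 cells seeded into each well · Measure – % luminescence enhancement versus blank-corrected plate control mean · Measured by – SteadyLite luminescence, 15 min reagent step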
PERK inhibitor – block of dimerizer-induced PERK translation repression, primary screen, PERK inhibitor project, CHO PERK-DD cells, SEAP luminescence, HTS. CHO PERK-DD fusion, SEAP luminescence translation reporter. inhibition, % at 5.6 µM. Eukaryotic translation initiation factor 2-alpha kinase 3 (Homo sapiens), Q9NZJ5. AID 1416, 2008. 220,000 compounds, 0.17% hits;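 active = inhibition above the mean inhibition of all tested compounds plus 3 SD, set separately per screening campaign, cut at about 2.9% in these data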;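 note: PERK kinase domain activated by AP20187 dimerizer at 100 nM; 0% = DMSO with dimerizer and 100% = rapamycin at 8.4 µM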
Rad51 HR inh – human RAD51 strand exchange inhibitors, primary screen, biochemical, fluorescence; DNA repair protein RAD51 homolog 1 (Homo sapiens), Q06609; hRad51 DNA strand exchange, fluorescence dequenching; inhibition, % at 10 µM; 200,000 compounds, 0.085% hits; AID 1385, 2008;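 active = inhibition above 40% at the single screening dose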;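 note: 0% = DMSO control wells and 100% = blanks with heterologous ssDNA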
Target sequence (Q06609 whole entry, looked up): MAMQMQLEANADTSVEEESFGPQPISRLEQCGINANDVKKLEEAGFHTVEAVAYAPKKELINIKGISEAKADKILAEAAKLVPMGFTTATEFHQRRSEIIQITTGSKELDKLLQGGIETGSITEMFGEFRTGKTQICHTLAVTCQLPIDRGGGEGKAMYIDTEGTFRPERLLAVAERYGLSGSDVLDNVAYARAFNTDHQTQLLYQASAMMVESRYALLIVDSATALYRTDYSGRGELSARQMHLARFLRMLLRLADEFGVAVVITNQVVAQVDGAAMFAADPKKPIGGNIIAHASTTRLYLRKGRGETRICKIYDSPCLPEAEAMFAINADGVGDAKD
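System: hRad51 filaments on single-stranded DNA; reagent: Fluorescein- and BHQ1-tagged 47-mer duplex; compound dosing: one concentration, 10 µM final; timing: filaments 15 min 37 °C, then compound 30 min; measured by: fluorescein emission 520 nm, excitation 485 nm; benchmarks: per-plate controls and blanks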
eIF4E-4G inh – eIF4E–eIF4G protein interaction inhibitors, primary screen, biochemical, uHTS, TR-FRET, eIF4GI fragment; Eukaryotic translation initiation factor 4E (Mus musculus) + Eukaryotic translation …; TR-FRET eIF4E-eIF4GI(517-606) binding, 2 h; inhibition, % at 21.7 µM; 220,000 compounds, 0.37% hits;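 active = inhibition above about 30%, limit read from the data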;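 note: 0% = full FRET control wells and 100% = background wells lacking eIF4GI fragment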
zVAD death inh – inhibitors of zVAD-triggered necroptosis, primary screen, L929 cells. 220,000 compounds, 0.38% hits. L929 zVAD necroptosis rescue, ATP luminescence, 24 h; with zVAD 60 µM. viability rescue, % at 10 µM. AID 1377, 2008;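 active = activation, scaled between plate controls, above about 75%, limit read from the data; inactive = activation under that limit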;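 note: 0% = zVAD with DMSO and 100% = DMSO alone without zVAD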
KCC2 mod – KCC2 cotransporter modulators, thallium flux, primary screen, cell-based, HEK293 KCC2, FluoZin-2 fluorescence, MLSMR. KCC2 cells, thallium flux FluoZin-2 fluorescence. B-score of Tl+ flux slope (higher = more flux/activation; lower = inhibition) at 10 µM. 190,000 compounds, 2.2% hits. AID 1456, 2008;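 active = thallium flux slope and its plate-corrected score both differing from the plate sample mean at a set confidence after two filtering rounds, in either direction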;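 note: slope of fluorescence scaled to starting intensity during 10 to 20 s after thallium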
Numbers without * were called inactive; . = not tested or not shown; [ ] = remark or other dose.

SMILES | TNF death inh | m-calpain inh | EBV gp42 block | Mdm2 ligase inh | PERK inhibitor | Rad51 HR inh | eIF4E-4G inh | zVAD death inh | KCC2 mod
CN(C)CCCNc1cc(C(C)(C)C)nc2c(-c3ccc(Cl)cc3)cnn12 | -27 | -24 | 4 | -11 | 0.6 | -2 | 36* | 5.5 | 0.65
O=C(/C=C/c1ccco1)N1CCc2ccccc21 | -7.5 | -29 | -18 | -53 | -0.5 | -1 | 4 | 0.7 | -2.9
CC(OC(=O)c1ccncc1)C(=O)Nc1cccc(Cl)c1 (stereo unspecified) | 0.0 | -11 | -17 | -2 | 0.5 | -7 | 0 | 53 | .
Cc1ccc(OCC(=O)Nc2cc(C)on2)c([N+](=O)[O-])n1 | 0.4 | -26 | -12 | -2 | 1.7 | 15 | -1 | 1.5 | 1.4
CCN(CC)S(=O)(=O)c1ccc(N2CCOCC2)c(NC(=O)c2cccc(C#N)c2)c1 | -0.1 | -21 | -7 | 2 | 0.4 | -17 | -1 | -1.7 | 0.33
CC(=O)Nc1c(O)nc(SCC(=O)Nc2ccc(C(C)=O)cc2)[nH]c1=O | -0.9 | 3 | -15 | -11 | 0.0 | -5 | 4 | 0.1 | 0.21
Cc1cc(N2CCN(c3ccc([N+](=O)[O-])c4cccnc34)CC2)c2ccccc2n1 | -18 | -13 | -59 | 12 | -0.8 | -10 | -11[fluorescence artefact?] | 0.4 | -0.39
O=C(COc1ccc(Cl)cc1)NNC(=O)C(=O)N1CCCCC1 | -2.3 | -25 | -4 | -1 | 0.4 | 2 | 3[fluorescence artefact?] | 0.2 | 0.64
CCOc1ccc(C2C(C(=O)c3cccs3)=C(O)C(=O)N2Cc2cccnc2)cc1 (stereo unspecified) | 0.5 | -24 | -14 | -1 | 1.7 | 13 | 5 | 4.8 | -1.3
O=c1c2c(nc3n1CCCCC3)-c1ccccc1CC21CCCCC1 | -1.5 | 29 | 4 | 0 | 1.0 | 4 | 3 | 0.0 | 0.91
COCCCn1c(SCC(=O)N2CCCCC2C)nnc1-c1ccco1 (stereo unspecified) | -1.3 | 14 | -17 | -4 | -0.4 | -7 | 4[fluorescence artefact?] | 0.0 | 1.6
CCOC(=O)N1CCN(C(=S)Nc2cc(S(=O)(=O)N3CCOCC3)ccc2Cl)CC1 | 1.1 | -8 | -6 | -6 | -0.6 | 2 | -1 | 2.1 | 1.2
COc1ccc(-c2csc(NC(=O)c3ccc(S(=O)(=O)N4CCc5ccccc5C4)cc3)n2)c(OC)c1 | -1.7 | -67 | -6 | 4 | -0.3 | 2 | 1 | 1.1 | -0.34
Cc1nn(-c2ncc(C(F)(F)F)cc2Cl)c(=O)n1-c1c(F)cccc1F | -0.5 | -3 | -14 | -11 | -0.5 | 0 | 2 | 2.5 | 0.057
CCN(CC)CCn1c2ccccc2c2cnc(N=CN(C)C)c(C#N)c21 | 0.7 | . | . | -20 | -1.8 | -3 | . | 2.9 | .
O=C(CNC(=O)c1cccs1)OCC(=O)c1ccc([N+](=O)[O-])cc1 | -4.4 | -30 | -14 | 0 | 2.0 | 6 | 3 | 0.4 | -0.42
C/C=C/C(=O)OCC(=O)Nc1cc(-c2cc(C)c(C)cc2C)nn1-c1ccccc1 | 1.6 | -29 | -28 | -5 | 0.6 | -23 | 1 | 0.4 | 0.023
COc1ccc(NC(=O)COC(=O)/C=C/c2ccc(OC)c(S(=O)(=O)N3CCOCC3)c2)cc1 | 3.0 | -14 | -3 | 11 | 1.2 | -1 | 4 | 1.2 | 0.13
CC(C)(C)NC(=O)c1cc(F)c(F)cc1Cl | 0.3 | -37 | -3 | -1 | 0.8 | -6 | -17[fluorescence artefact?] | 1.2 | .
C/C(=N\Nc1cccc(C(F)(F)F)c1)c1ccc(O)cc1 | -1.5 | -20 | 4 | -5 | 0.1 | 6 | -1 | 3.1 | -0.4
CC1Oc2ccccc2N(CC(=O)N2CCCc3ccccc32)C1=O (stereo unspecified) | -0.3 | -8 | -9 | -8 | -1.4 | -4 | 5 | -0.4 | 0.26
COc1ccccc1NCC(=O)N/N=C/c1cccnc1 | -2.3 | 32 | -17 | -11 | 0.7 | 5 | -3 | 0.1 | 0.32
NC(=O)CSc1nc2cc3c(cc2c(=O)n1CCCC(=O)NCc1ccc2c(c1)OCO2)OCO3 | -15 | 9 | 8 | -5 | 1.2 | -3 | 2 | 0.1 | .
CC(=O)Nc1ccc(NC(=O)COc2ncnc3ccccc23)cc1 | -0.8 | 10 | 11 | -8 | 0.2 | -34 | 3 | 25 | .
Cn1c2c(c(=O)n(C)c1=O)[C@@H]1c3c(ccc4ccccc34)OC[C@@H]1CO2 | -1.7 | 14 | -12 | -8 | 0.3 | -3 | -1 | -0.1 | -0.55

An excerpt from above in order of molecular weight, largest number first.
SMILES | TNF death inh | m-calpain inh | EBV gp42 block | Mdm2 ligase inh | PERK inhibitor | Rad51 HR inh | eIF4E-4G inh | zVAD death inh | KCC2 mod
CCOc1ccc(C2C(C(=O)c3cccs3)=C(O)C(=O)N2Cc2cccnc2)cc1 (stereo unspecified) | 0.5 | -24 | -14 | -1 | 1.7 | 13 | 5 | 4.8 | -1.3
CC(=O)Nc1ccc(NC(=O)COc2ncnc3ccccc23)cc1 | -0.8 | 10 | 11 | -8 | 0.2 | -34 | 3 | 25 | .
CC(OC(=O)c1ccncc1)C(=O)Nc1cccc(Cl)c1 (stereo unspecified) | 0.0 | -11 | -17 | -2 | 0.5 | -7 | 0 | 53 | .

(more compounds)
SMILES | TNF death inh | m-calpain inh | EBV gp42 block | Mdm2 ligase inh | PERK inhibitor | Rad51 HR inh | eIF4E-4G inh | zVAD death inh | KCC2 mod
O=C(O)/C=C/C(=O)NCCc1ccccc1 | 0.2 | -8 | -5 | -21 | 1.0 | 10 | -1 | 1.7 | 0.94
COC(=O)c1cc(Nc2cc(C)c3c(O)cccc3n2)cc(C(=O)OC)c1 | 3.3 | -9 | -7 | -9 | -1.0 | 25 | -6 | 3.2 | 0.36
O=C(N/N=C/c1ccccn1)c1cc(C2CC2)[nH]n1 | 0.0 | -42 | -16 | -23 | 0.4 | -10 | -3 | 2.3 | .
COC(=O)c1c(NC(=O)c2ccccc2)sc(C(N)=O)c1C | 0.5 | -86 | -4 | 8 | 1.1 | -2 | -2 | 6.5 | 0.19
COc1ccc(S(=O)(=O)N2CCc3ccccc32)cc1C(=O)OCc1nnc(-c2ccccc2)o1 | 2.4 | 23 | -18 | -9 | 0.5 | 8 | 1[fluorescence artefact?] | 0.0 | .
CCOC(=O)C1(Cc2cccc(F)c2)CCN(Cc2cnn(CC)c2)CC1 | 0.8 | 16 | -12 | -14 | -0.7 | . | -1 | -1.4 | .
CCSc1ccc(C(=O)Nc2cccc(C)n2)cc1[N+](=O)[O-] | 1.3 | -6 | 2 | -3 | -0.2 | 10 | 2 | 0.2 | -0.26
COc1ccc(CCNC(=O)COC(=O)c2cc(OC)c(OC)cc2OC)cc1OC | 2.4 | -20 | 2 | 3 | 0.7 | -10 | -2 | 3.6 | 0.91
CC(=O)Nc1cccc(C(=O)OCC(=O)c2ccccc2Cl)c1 | -0.7 | -10 | -9 | -49 | 0.8 | 4 | 1 | 0.8 | -0.92
COc1ccc(C(=O)OCC(=O)N2CCCCC2)cc1[N+](=O)[O-] | 0.6 | 5 | 7 | -15 | 0.6 | 7 | 1 | 1.2 | 1.4
CCN(CC)c1ccc(-c2nc3cnccc3n2C)cc1 | 1.1 | -40 | -13 | -13 | -0.3 | 0 | 7[fluorescence artefact?] | 13 | -0.85
NC(=O)CSc1nnc(Cn2c(=O)sc3ccccc32)n1-c1ccccc1 | 0.7 | 8 | 16 | -10 | 0.5 | 7 | 1 | 0.6 | 0.33
O=C(NC1CCCCC1)C1CCCN(S(=O)(=O)c2ccc(Br)s2)C1 (stereo unspecified) | 1.3 | -22 | 0 | -15 | 1.0 | 19 | 2 | 3.0 | 0.57
COC(=O)C1(O)CC(C(C)C)=NN1C(=O)c1ccc(Cl)cc1 (stereo unspecified) | 3.5 | 22 | 4 | -11 | 1.0 | -2 | 8 | 2.0 | 0.82
CC(=O)Nc1ccc(-n2cc(-c3ccccc3)[nH]c2=S)cc1 | 2.1 | 14 | -14 | -1 | 0.3 | 10 | 0 | -0.3 | 0.17
O=C(N/N=C/c1ccc(-c2ccc([N+](=O)[O-])cc2)o1)c1cccnc1 | -5.8 | -5 | -2 | -3 | 1.1 | -19 | 8 | -0.2 | .
COc1ccc(C)cc1NC(=O)CSc1nnc(-c2cc3cccc(OC)c3o2)n1N | -2.0 | -60 | -21 | -6 | -1.2 | . | 0[fluorescence artefact?] | 0.2 | 0.026
COc1cc(OC)c2ccc(=O)oc2c1C(CC(=O)N1CCOCC1)c1ccc(N(C)C)cc1 (stereo unspecified) | 0.2 | 13 | -11 | 1 | . | 5 | 11 | -0.5 | 0.13
CCN(CC)S(=O)(=O)c1ccc(OC)c(NC(=O)c2cc(=O)[nH]c3ccccc23)c1 | 0.3 | 24 | -4 | -6 | 0.3 | 0 | -1 | -0.6 | 0.93
CN1CCN(CC(=O)O)CC1 | 0.5 | -27 | -21 | -6 | 0.7 | -1 | 4[fluorescence artefact?] | 0.4 | 0.49
O=C(COc1ccccc1)Nc1cccc2nsnc12 | 0.9 | -43 | -16 | 10 | 0.4 | -2 | 2[fluorescence artefact?] | 1.7 | -0.91
Cc1c(-c2ccccc2)n[nH]c1C(=O)N=Nc1c(O)[nH]c2ccccc12 | 0.8 | -48 | -30 | -8 | 1.4 | 20 | 9 | 2.7 | 0.061
Cc1cc(-c2nnco2)c(C)n1-c1ccccc1 | -1.0 | -22 | -17 | -7 | 1.0 | 4 | 13 | 0.5 | -0.22
C(=N\n1cnc2ccccc21)/c1cccnc1 | 1.2 | -4 | -4 | -12 | 0.2 | -8 | -5 | 8.3 | 0.3
COc1ccc(CC(NC(C)=O)C(=O)NC2CCN(C(=O)c3ccc([N+](=O)[O-])cc3)CC2)cc1OC (stereo unspecified) | 5.9 | -9 | -5 | . | 2.5 | 7 | -3 | 0.5 | 1

Three neighbouring compounds out of the list so far:
SMILES | TNF death inh | m-calpain inh | EBV gp42 block | Mdm2 ligase inh | PERK inhibitor | Rad51 HR inh | eIF4E-4G inh | zVAD death inh | KCC2 mod
NC(=O)CSc1nc2cc3c(cc2c(=O)n1CCCC(=O)NCc1ccc2c(c1)OCO2)OCO3 | -15 | 9 | 8 | -5 | 1.2 | -3 | 2 | 0.1 | .
CC(=O)Nc1ccc(NC(=O)COc2ncnc3ccccc23)cc1 | -0.8 | 10 | 11 | -8 | 0.2 | -34 | 3 | 25 | .
Cn1c2c(c(=O)n(C)c1=O)[C@@H]1c3c(ccc4ccccc34)OC[C@@H]1CO2 | -1.7 | 14 | -12 | -8 | 0.3 | -3 | -1 | -0.1 | -0.55
